Assay outcomes (PubChem BioAssay)
ABHD5-PLIN5 inh: ABHD5-PLIN5 interaction inhibitors, primary screen, cell lysate, split luciferase complementation, luminescence | 360,000 tested, 0.78% active | Perilipin-5 (Homo sapiens) + 1-acylglycerol-3-phosphate O-acyltransferase ABHD5 (Homo … | AID 602281, 2012 | Split G. princeps luciferase complementation, 4 h | inhibition, % at 4 µM;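 active = inhibition above the mean inhibition across every tested compound plus 3 SD, cut at about 22% in these data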;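 also: 0% = DMSO only wells and the 100% control is not disclosed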
Target sequence (Q00G26 whole entry, looked up): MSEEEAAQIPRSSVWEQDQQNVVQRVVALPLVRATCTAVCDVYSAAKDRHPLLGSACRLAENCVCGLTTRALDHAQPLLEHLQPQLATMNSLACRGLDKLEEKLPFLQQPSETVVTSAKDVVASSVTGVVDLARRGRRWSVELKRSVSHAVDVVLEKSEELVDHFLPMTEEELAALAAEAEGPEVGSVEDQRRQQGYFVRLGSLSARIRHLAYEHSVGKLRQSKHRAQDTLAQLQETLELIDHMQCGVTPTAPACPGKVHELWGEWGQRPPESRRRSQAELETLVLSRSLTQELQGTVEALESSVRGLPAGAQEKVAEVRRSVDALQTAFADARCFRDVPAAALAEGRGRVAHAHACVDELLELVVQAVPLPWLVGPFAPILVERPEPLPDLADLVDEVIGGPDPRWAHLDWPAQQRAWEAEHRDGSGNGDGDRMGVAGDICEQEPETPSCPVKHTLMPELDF
Target sequence (Q8WTS1 whole entry, looked up): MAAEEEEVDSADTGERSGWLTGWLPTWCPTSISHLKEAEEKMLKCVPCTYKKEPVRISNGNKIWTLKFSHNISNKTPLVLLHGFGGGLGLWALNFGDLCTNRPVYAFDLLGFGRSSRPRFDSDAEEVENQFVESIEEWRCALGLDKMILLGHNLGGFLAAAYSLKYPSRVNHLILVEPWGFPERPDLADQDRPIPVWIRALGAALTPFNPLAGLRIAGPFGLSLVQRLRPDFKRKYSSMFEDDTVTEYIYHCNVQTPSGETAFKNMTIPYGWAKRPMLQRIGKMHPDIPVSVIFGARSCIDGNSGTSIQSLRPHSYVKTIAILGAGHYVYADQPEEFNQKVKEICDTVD
TLR9-MyD88 inh: inhibitors of TLR9-MyD88 association in cells, primary screen, cell-based, CHO, BLA complementation, fluorescence; Toll-like receptor 9 (Homo sapiens) + Myeloid differentiation primary response protein …; CCF4 FRET ratio; inhibition, % at 4.98 µM; 340,000 tested, 0.21% active;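 active = inhibition above the mean over all tested compounds plus 3 SD, cut at about 21% in these data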;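 also: 0% = DMSO only wells and 100% = clavulanate BLA inhibitor control wells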
HTR2A ag: mouse Htr2a agonists via beta-arrestin recruitment, primary screen, cell-based, luminescence. AID 624169, 2012. CHO-K1 mHTR2A beta-arrestin complementation; percent of 30 µM serotonin response. activation, % at 7.6 µM. 360,000 tested, 0.66% active;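 active = activation above a run cutoff, the mean activation of all tested compounds plus 3 SD, cut at about 14% in these data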;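 also: 0% = plate median of compound wells and 100% = 30 µM serotonin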
MC4R ag barr: MC4R agonists recruiting beta-arrestin, primary screen, cell-based, luminescence, agonist arm of biased-ligand search; U2OS MC4R beta-arrestin complementation; percent of melanotan II response, DMSO zero; activation, % at 8.9 µM; Melanocortin receptor 4 (Homo sapiens), P32245; AID 540308, 2011; 360,000 tested, 0.98% active;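 active = activation above a per-plate cutoff, the mean activation of sample wells on that plate plus 3 SD, cut at about 8% in these data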
H9c2 protect: cardioprotection against H2O2-induced cell death, primary screen, uHTS, H9c2 cells, ATPLite luminescence; H9c2 cardiomyocytes, H2O2 injury protection, 2 h; protection from H2O2 cell death, % at 20 µM; 360,000 tested, 0.63% active; AID 588492, 2011;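 active = compounds giving at least 50% protection of heart cells from peroxide-induced death in the single-dose screen, raw or plate-pattern-corrected value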;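 also: 0% = DMSO wells with peroxide and 100% = DMSO wells without peroxide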
ABCB6 inh 2: ABCB6 transporter inhibitors, primary screen, K562-ABCB6 cells, flow cytometry, MLPCN library; ATP-binding cassette sub-family B member 6 (Homo sapiens), Q9NP58; fluorescence ratio to DMSO, % at 10 µM; AID 602162, 2011; K562-ABCB6 porphyrin accumulation, 1 h; stronger effect = lower value; 360,000 tested, 0.19% active;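 active = fluorescence ratio to DMSO below 75%, the collection mean minus 3 SD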;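 also: signal is porphyrin accumulated inside mitochondria; 100% equals median channel fluorescence of DMSO control wells; lower ratio means ABCB6 inhibition with less porphyrin fluorescence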
SRC2 inh: inhibition of GAL4-SRC2 driven luciferase reporter, primary screen, SRC2 inhibitor project, cell-based, luminescence; Nuclear receptor coactivator 2 (Homo sapiens), Q15596; inhibition, % at 9 µM; 370,000 tested, 0.17% active; HEK293 GAL4-SRC2 luciferase reporter;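 active = inhibition above the mean inhibition of all tested compounds plus 3 SD, set per campaign, cut at about 52% in these data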;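 also: 0% = DMSO treated cells and 100% = cells given Gossypol at 36 µM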
NOD2 RIPK2 PPI: NOD2-RIPK2 binding disruptors in cells, primary screen, fluorescence, CHO cells, BLA complementation. CCF4 ratio. Receptor-interacting serine/threonine-protein kinase 2 (Homo sapiens), O43353. 360,000 tested, 0.38% active. AID 624267, 2012. inhibition, % at 4.98 µM; in the data active = inhibition above about 21%;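 also: 0% = vehicle only and 100% = reference blocker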
Glyco luc inh: increase of ERlucT glycosylation luciferase signal, primary screen, N-linked glycosylation inhibitor project, D54 ERlucT cells, luminescence, set 2; D54 ERlucT glycosylation luciferase reporter, 24 h; percent of 100 nM tunicamycin response; reporter increase, % at 12.5 µM; 360,000 tested, 0.23% active;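 active = mean luciferase reporter signal, scaled so untreated is 0 and the glycosylation-blocking control 100, at or above a set limit in every replicate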;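 also: luciferase carries N-glycosylation sites so blocking glycosylation raises the light; 0% = median of neutral control wells and 100% = median of 100 nM tunicamycin wells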
MC4R antag cAMP: MC4R antagonists of cAMP signaling, primary screen, cell-based, TR-FRET, antagonist arm of biased-ligand search; Melanocortin receptor 4 (Homo sapiens), P32245; MC4R-expressing cells, MTII-stimulated cAMP, LANCE TR-FRET; inhibition, % at 6.5 µM; 360,000 tested, 0.48% active;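 active = inhibition above its plate's cutoff, the mean of tested wells on that plate plus 3 SD, cut at about 29% in these data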;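 also: 0% = Melanotan II alone and 100% = Melanotan II plus saturating MCL0020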
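System: U2OS-MC4R stable cell line; Technique: Eu-cAMP/anti-cAMP TR-FRET, emission 671 nm; Repeats: single well per compound; Also added: Melanotan II; Dosing: one concentration, 6.5 µM nominal; Schedule: 30-min compound, 1-h challenge, 1-h detection, room temperature.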
* hit, by the source's call; . = no result given.

Values run as follows: ABHD5-PLIN5 inh, TLR9-MyD88 inh, HTR2A ag, MC4R ag barr, H9c2 protect, ABCB6 inh 2, SRC2 inh, NOD2 RIPK2 PPI, Glyco luc inh, MC4R antag cAMP
1: CCOC(=O)c1c(C)nn(-c2ncccc2NC(=O)CCC(=O)O)c1C
    7.3, ., -3.1, -2.1, 1.5, 98.0, -13.6, -7.1, 2.5, 12.3
2: O=C(Nc1cc2c(cc1Br)OCCO2)c1ccco1
    -5.9, -5.3, -1.3, -1.1, 0.8, 95.0, -51.1, 4.9, 1.8, 0.2
3: O=C(NCC(c1ccco1)N1CCCC1)c1cn(Cc2ccccc2)nc1-c1ccccc1 (centres undefined)
    -0.6, 1.0, -2.3, -3.0, 1.9, 100.0, 21.6, -6.4, 1.1, 5.5
4: O=C(Cc1sc(Nc2ccccc2)nc1-c1ccccc1)NCc1ccccc1
    3.4, 1.0, -6.3, 0.3, -7.3, 94.0, -10.3, 3.9, -2.3, 4.8
5: COc1ccc(C(=O)Nc2ccc(F)cc2F)cc1OC
    -5.1, -11.3, 0.5, 1.4, 2.1, 88.0, -26.5, 9.7, -0.1, -5.6
6: CCCCN(c1ccccc1)S(=O)(=O)c1ccc2c(c1)CCN2C(=O)CCC(=O)O
    -5.5, 6.8, 7.4, -1.1, 3.7, 94.0, -6.5, 1.5, -2.3, 17.2
7: O=C(NNC(=O)c1ccc(-n2cncn2)c([N+](=O)[O-])c1)c1ccc(Cl)cc1
    8.3, 0.9, 7.1, 2.5, 16.9, 97.0, 11.4, 1.7, 0.0, 5.8
8: C=CCNS(=O)(=O)c1cccc(C(C)=O)c1
    6.2, -2.4, 7.2, 1.2, 1.7, 93.0, 9.8, -3.4, 3.1, 1.7
9: COc1ccc(-c2[nH]nc3c2C(c2ccsc2)C(C#N)=C(N)O3)cc1 (centres undefined)
    -7.2, -2.7, 7.7, -0.8, 6.0, 102.0, 20.3, 10.7, 0.0, -5.5
10: COc1cccc(NC(=O)C(C)C)c1
    -0.9, 1.8, 5.8, -1.8, 0.2, 101.0, 10.1, 4.2, -0.4, 9.6
11: Cc1ccnc(NS(=O)(=O)c2ccc(NC(=O)Cc3c(F)cccc3Cl)cc2)n1
    -1.1, -3.9, 3.2, 0.1, 4.0, 100.0, -13.4, -5.3, -1.7, -3.4
12: COc1ccc(/C(O)=C2/C(=O)C(=O)N(CCCC(=O)O)C2c2ccc(OC)cc2)cc1 (centres undefined)
    1.7, -13.7, 2.9, -1.9, -4.3, 107.0, -34.0, 1.0, 1.0, 10.1
13: O=C(NCCc1cccc(F)c1)[C@@H]1CSC2c3ccccc3C(=O)N21 (some centres undefined)
    -14.5, 1.2, 1.9, -0.3, 0.2, 96.0, 1.1, -5.0, 1.2, -0.8
14: COc1ccccc1NC(=O)Nc1cc(F)ccc1F
    -6.5, -3.6, -3.5, -1.2, -14.2, 111.0, 8.7, -12.9, 0.7, 2.6
15: O=C(O)C(=Cc1cccc([N+](=O)[O-])c1)c1ccc(Cl)cc1
    7.1, 0.7, 5.4, -1.0, 3.4, 101.0, 20.4, -13.1, 1.1, 1.7
16: CCOC(=O)C1(Cc2cccc(F)c2)CCN(C(=O)C2CCCO2)CC1 (centres undefined)
    0.7, -8.7, 0.2, -0.5, 0.0, 104.0, -19.5, -8.5, 1.8, 9.8
17: CCN(CC)C(=O)[C@H]1C[C@H](CC(=O)NCc2ccco2)C(=O)N2CCc3c([nH]c4cc(CCC(=O)N(C)C)ccc34)[C@]12C
    -7.4, -2.7, -1.3, -3.2, 5.5, 105.0, 5.8, 9.3, -0.3, -0.4
18: COC(=O)[C@H](C(C)C)N(Cc1ccccc1)S(=O)(=O)CCNC1CCCC1
    -15.8, 2.6, -4.6, 7.6, -2.5, 99.0, -1.0, 3.0, -2.3, -10.6
19: c1ccc(C2(CNc3ccccn3)CCCC2)cc1
    -0.3, 1.6, -1.2, -0.3, -5.0, 90.0, 5.5, 0.6, -1.9, 7.3
20: CN1CCN(c2nc3c(c(=O)n(C)c(=O)n3C)n2Cc2ccccc2)CC1
    4.5, 10.5, 0.6, 1.1, 2.4, 97.0, 8.5, -13.4, 0.3, 5.1
21: CCc1cccc(NC(=O)CCS(=O)(=O)c2ccc3c(c2)NC(=O)CO3)c1
    -5.6, -10.8, -1.5, 0.3, 0.3, 100.0, -35.3, 0.1, 0.1, 15.3
22: COc1ccccc1-c1noc(-c2ccncc2)n1
    -6.7, -4.6, 1.1, 0.5, -10.9, 97.0, -21.6, -5.5, 1.6, 18.6
23: CCN(CC(=O)Nc1c(F)cccc1F)C(=O)c1cnc(C)cn1
    4.9, -7.5, -6.3, -1.1, 4.4, 100.0, -20.1, 1.4, 0.2, 0.1
24: COc1ccc(CC(NC(C)=O)C(=O)NC2CCN(C(=O)C3CC3)CC2)cc1OC (centres undefined)
    -6.7, -2.5, 0.0, 0.0, 0.4, 103.0, 8.7, 12.0, 2.3, 11.9
25: CC(=O)Nc1ccccc1OCc1nnc(-c2ccc(Cl)cc2)o1
    2.6, 1.1, -2.2, -1.4, 0.7, 101.0, -2.9, 1.4, -0.8, -2.1
26: CC(C)=CCC[C@](C)(O[C@@H]1O[C@H](CO[C@@H]2O[C@H](CO)[C@@H](O)[C@H](O)[C@H]2O)[C@@H](O)[C@H](O)[C@H]1O)C1CC[C@]2(C)C1C(=O)CC1[C@@]3(C)CC[C@H](O[C@H]4O[C@@H](CO)[C@H](O)[C@@H](O)[C@@H]4O)C(C)(C)C3CC[C@]12C (some centres undefined)
    1.2, -2.3, -2.9, -0.2, -2.5, 96.0, -11.5, -8.8, 0.8, 9.3
27: CC(C)CC(=O)Nc1ccc(C(=O)CN2CCN(c3ccc(O)cc3)CC2)cc1
    -3.5, 1.3, -6.4, 0.0, -1.3, 84.0, 12.0, 7.8, -2.5, 0.6
28: COC(CNC(=O)c1ccc(N2CCc3ccccc32)c([N+](=O)[O-])c1)OC
    -2.7, -2.0, -0.4, -1.1, -20.0, 104.0, 3.0, -6.3, -1.2, -5.8
29: COc1ccc(NC(=O)C2CCCN(S(=O)(=O)c3cccc4cccnc34)C2)cc1OC (centres undefined)
    0.7, 6.1, 1.4, 0.0, 5.9, 96.0, 7.5, -7.5, -0.4, 6.7
30: Cc1ccc(NC(=O)CC(=O)Nc2ccc(C)cc2)cc1
    -0.8, -2.5, 2.6, 2.6, 2.7, 105.0, -16.6, -9.7, 2.0, 3.4
31: COc1ccc(-n2c(N)c(C#N)c3ccc([N+](=O)[O-])cc3c2=O)cc1
    0.5, 1.5, -0.6, -1.6, 3.2, 100.0, -28.8, -5.7, -4.6, 6.3
32: CC(=O)c1c(C)[nH]c(C(=O)Nc2cccc(C)n2)c1C
    1.3, -10.0, 4.6, 1.5, -16.2, 101.0, -58.6, -13.7, -11.2, 21.0
33: COc1ccc(NC(=O)C2CC(c3ccc(Cl)cc3)=NO2)cc1 (centres undefined)
    -2.3, 5.1, 11.1, 4.3, -5.0, 103.0, 3.3, 5.1, -0.2, -4.9
34: CSc1ccc(CN2CCSCC2)cc1
    -4.3, -0.1, -0.3, -0.4, -5.3, 94.0, -29.3, 0.8, 2.4, 0.2
35: O=C(CSCC(=O)N1CCOCC1)Nc1ccccc1
    3.9, -1.2, 1.1, -1.0, 0.5, 102.0, -11.5, -0.7, 2.5, 4.6
36: O=C(Nc1cccnc1)c1cc(Br)c(Br)s1
    -8.0, 2.2, -5.0, 3.1, -1.5, 102.0, -14.3, 2.0, -2.3, 13.3
37: CN(c1ccc(C(=O)NC2CCCCC2)cc1)S(=O)(=O)c1ccccc1
    1.2, -9.0, 2.5, -2.4, -4.0, 96.0, 14.6, -6.4, -2.5, 9.3
38: O=C(Nc1ccc(Br)c2cccnc12)c1ccc(Cn2cc(Cl)cn2)o1
    6.3, 6.8, 5.5, 0.3, -5.6, 99.0, -0.2, 5.8, 0.2, 18.5
39: O=C(O)CCc1ccc(-c2ccccc2)n1NC(=O)c1sc2ccccc2c1Cl
    4.2, -11.5, 0.5, 1.4, -3.8, 99.0, -6.7, 3.1, 4.3, -0.9
40: CCOCCCNC(=S)N1CCC(NC(=O)C23CC4CC(CC(C4)C2)C3)CC1
    0.9, -5.4, 1.4, -3.0, 1.6, 94.0, 15.6, -4.0, 0.9, 6.0
41: CCC(C)(C)NC(=O)C(c1ccccc1Cl)N(Cc1cccnc1)C(=O)CCC(=O)Nc1cc(C)on1 (centres undefined)
    -6.4, -1.1, -2.5, 1.5, -2.4, 88.0, -3.3, -14.5, -1.0, 0.9
42: CC(C)(C)c1cc(-c2nc(N)nc(N)n2)cc(C(C)(C)C)c1
    2.4, -6.3, 1.1, 0.3, 3.3, 90.0, 7.0, -2.1, -1.1, 4.7
43: O=C(CC(c1ccccc1)c1ccccc1)Nc1ccc(C(=O)O)cc1
    2.4, 7.0, 5.7, 1.0, 3.2, 98.0, -14.8, 7.4, 2.5, -4.8
44: C=CCn1nnnc1SCC(=O)Nc1cccc(OC)c1
    2.5, -4.1, 1.1, -0.7, -0.2, 91.0, 8.8, -3.1, -1.4, 6.5

Some of the compounds tested; count on the stated rates, not on these rows.
